PglD inh: C. jejuni PglD acetyltransferase inhibitors, primary screen, biochemical, DTNB colorimetric, single point | inhibition, % at 12.5 µM | hit rate 0.098% among 360,000 | purified PglD enzyme, DTNB colorimetric CoA detection | AID 602405, 2012; in the data active means inhibition above about 16%, passing the limit was not always enough; further: strong numbers were not always called active
miR-122 sensor: miR-122 Renilla sensor signal increase in Huh7, primary screen, miR-122 inhibitor project, cell-based, single point, plate reader. Huh7 miR-122 Renilla luciferase sensor, 48 h; neutral wells = 0, positive control = 100. AID 602342, 2012. activation (reporter increase), % at 12.5 µM. hit rate 0.3% among 340,000;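 active means mean replicate activation score at least 90 and every replicate individually at or above 90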;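 further: higher luciferase means less miR-122 activity so hits act as miR-122 inhibitors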
GSIS activator: GLuc luminescence reporter in INS-1E cells, primary screen for activators of glucose-dependent secretion of insulin | INS-1E GLuc reporter insulin secretion, 2-3 h | activation, % at 16.6 µM | hit rate 0.61% among 370,000;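 active means lowest replicate activation of at least 40%, so every replicate reaches that level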;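 further: 0% = median of neutral control wells and 100% = median of IBMX positive control wells; some compounds called inactive have numbers as strong as hits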
Statin myotox sup: suppressors of statin myotoxicity in C2C12 myotubes, primary screen, cell-based, single point, plate reader; C2C12 myotubes + simvastatin, ATP luminescence, 48 h; scaled: DMSO 0, geranylgeraniol control 100; rescue of ATP level, % at 7.49 µM; hit rate 0.78% among 330,000; AID 602340, 2012;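 active means mean ATP rescue above about 67%, or every replicate alone reaching that limit, limit read from the data, passing the limit was not always enough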;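 further: myotubes were challenged with 10 µM simvastatin during compound exposure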
PGC1a acetyl inh: inhibitors of PGC1a acetylation signal, primary screen, cell-based, U2OS, AlphaScreen, inhibitor mode | inhibition, % at 15.6 µM | AlphaScreen anti-acetyl-lysine; with virally co-expressed GCN5 acetyltransferase | hit rate 0.17% among 350,000;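 active means every replicate shows inhibition of at least 40%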;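 further: 0% = neutral control wells and 100% = positive control wells; some results beyond the cut were filed as inactive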
FN deposition inh: inhibitors of fibronectin matrix deposition, primary screen, AH1F cells, Alexa488-fibronectin fluorescence, plate reader. AH1F fibroblasts, overnight. inhibition, % at 12.6 µM. hit rate 0.086% among 350,000;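 active means mean inhibition across replicates of 30% or more, regardless of how many single replicates reach that level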;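 further: positive control wells lacked labelled fibronectin entirely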
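Assay system: AH1F fibroblast monolayer, labelled fibronectin deposition. Amount: 10000 cells per well. Also added: labelled fibronectin 24 nM. Compound: single-point pinned compound. Incubation: cell attachment 1 h, compound and FN exposure overnight. Detection: fluorescence after three HBSS washes, excitation 485 nm, emission 525 nm. Read-out: inhibition of fibronectin deposition signal.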
Cneo AK release: Cryptococcus neoformans cell lysis inducers, primary screen, AK release luminescence, single concentration; AID 651654, 2012; hit rate 0.2% among 360,000; C. neoformans lysis, adenylate kinase release luminescence, 4 h; normalised: neutral wells 0, clomiphene wells 100; lysis activity, % at 15 µM;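 active means mean lysis activity across replicates of at least 80%, whatever share of replicates individually reach that level; inactive means mean lysis activity below 80%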
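read-out = cell lysis signal | test system = log-phase Cryptococcus neoformans yeast cells | input = cells at 5 × 10^6 per mL | medium = fresh YPD growth medium | signal = luminescent adenylate kinase detection reagent | timing = 4 h at 37 °C static, read 1 h later | dosing = single dose | controls = Clomiphene as positive lysis control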
F508del corr: F508del CFTR correction, initial screen, CFBE line, single point. CFBE cells, YFP halide quenching; stimulated with forskolin plus potentiator P3; % fluorescence drop versus neutral controls. activity (quench increase), % at 7.58 µM. hit rate 0.36% among 350,000. AID 720511, 2013;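 active means mean added fluorescence quench of at least 8% versus neutral control, with both replicates also reaching 8%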;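 further: cells transiently co-express mutant CFTR-F508del with the halide-sensitive YFP; corrector assay measuring rescue of mutant channel to the surface after 24 h compound exposure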
* hit, by the source's call; . = no result given; & = joins results of further samples; [ ] = another dose, or the depositor's remark.

SMILES | PglD inh | miR-122 sensor | GSIS activator | Statin myotox sup | PGC1a acetyl inh | FN deposition inh | Cneo AK release | F508del corr
COCC(=O)NNS(=O)(=O)c1ccccc1[N+](=O)[O-] | 7 | -4 | 12 | . | 17 | -7 | -1 | .
N#CCSc1nnc(COc2ccc3ccccc3c2)o1 | 1 | -1 | . | 4 | -52 | -1 | -1 | .
O=C(COC(=O)CCC(=O)c1cccs1)Nc1ccccc1C(F)(F)F | 5 | -8 | . | 2 | -1 | 0 | 0 | 3.2
Cc1cc(C)cc(NC(=O)c2ccc(NC3=NC4CS(=O)(=O)CC4S3)cc2)c1 (stereo unspecified) | -3 | . | -14 | 4 | . | 9 | -3 | 2.2
Cc1ccc(C(=O)NCCN2CCN(C(=O)c3ccc(C)c(C)c3)CC2)cc1C | 0 | 0 | -11 | 5 | 6 | . | 0 | 2.1
CCN(C(=O)COC(=O)CNC(=O)c1ccc(C)cc1)c1c(N)n(Cc2ccccc2)c(=O)[nH]c1=O | 3 | . | 5 | 3 | . | 7 | -2 | 2.0
Cc1noc(C)c1NC(=O)N(C)C[C@@H]1Oc2ccc(NC(=O)c3ccncc3)cc2CC(=O)N([C@H](C)CO)C[C@@H]1C | -2 | 2[16.7 µM] | 3 | -34 | 0 | -9 | -2 | 1.3
Cc1ccc(C(=O)COC(=O)CNC(=O)COc2ccccc2C)cc1C | -6 | -6 | . | 9 | -12 | -5 | 1 | .
O=C(COC(=O)C12CC3CC(CC(O)(C3)C1)C2)Nc1ccc(OC(F)F)cc1 | -4 | -3 | -21 | 13 | 0 | 1 | -2 | 1.6
CN1CCN(NC(=O)Nc2ccc(F)cc2)CC1 | -4 | -2 | 0 | -5 | . | 1 | 2 | 1.1
CCN1CCN(C(=S)c2ccc(-c3ccccc3)cc2)CC1 | 2 | 1 | 10 | 2 | . | 1 | 2 | .
CN1C(=O)C(CC(=O)NCCc2ccccc2)N(NC(=O)c2cccc(F)c2)C1=S (stereo unspecified) | 1 | -3 | 1 | -1 | . | 1 | 1 | -0.2
COc1ccc(CN(C)C[C@@H]2Oc3c(NC(=O)Nc4ccc(C(F)(F)F)cc4)cccc3C(=O)N([C@H](C)CO)C[C@@H]2C)cc1 | -11 | -11[16.7 µM] | -28 | 64 | -7 | . | -6 | -0.2
Nc1n[nH]c(C2CC2)c1N=Nc1ccc(Cl)c(Cl)c1 | -7 | -8 | 10 | . | 6 | 3 | -1 | 1.1
COc1ccc(-n2ncc(C(C)NS(=O)(=O)c3cc(C)sc3C)c2C)cc1 (stereo unspecified) | 0 | 0 | . | 4 | -4 | . | 0 | 0.9
COc1ccc(C)cc1NC(=O)C1CCC(CNc2c(N3CCOCC3)c(=O)c2=O)CC1 (stereo unspecified) | -3 | -6 | -3 | 1 | 5 | -11 | -1 | 0.1
COc1cccc(CN(C(=O)c2cccc(OC)c2)C2CCS(=O)(=O)C2)c1 (stereo unspecified) | 1 | . | 2 | 0 | 6 | 9 | 13 | -3.8
C[C@H](CO)N1C[C@H](C)[C@H](CN(C)C(=O)Nc2ccccc2)OCCCC[C@H](C)Oc2ccc(NC(=O)CCC(F)(F)F)cc2C1=O | -5 | 5[16.7 µM] | -7 | . | -7 | -3 | 46 | 1.6
O=C(C[C@@H]1C[C@H]2c3cc(NC(=O)NC4CCCC4)ccc3O[C@H]2[C@@H](CO)O1)NCc1ccc2c(c1)OCO2 | 0 | -1[16.7 µM] | 10 | -1 | 4 | . | 56 | 1.9
Cc1cc(N/N=C/c2ccccc2)nc(NCc2ccccc2)n1 | -1 | 8 | -23 | . | . | . | -9 | .

Among those listed so far, four have an aryl methoxy group.
SMILES | PglD inh | miR-122 sensor | GSIS activator | Statin myotox sup | PGC1a acetyl inh | FN deposition inh | Cneo AK release | F508del corr
COc1ccc(CN(C)C[C@@H]2Oc3c(NC(=O)Nc4ccc(C(F)(F)F)cc4)cccc3C(=O)N([C@H](C)CO)C[C@@H]2C)cc1 | -11 | -11[16.7 µM] | -28 | 64 | -7 | . | -6 | -0.2
COc1ccc(-n2ncc(C(C)NS(=O)(=O)c3cc(C)sc3C)c2C)cc1 (stereo unspecified) | 0 | 0 | . | 4 | -4 | . | 0 | 0.9
COc1ccc(C)cc1NC(=O)C1CCC(CNc2c(N3CCOCC3)c(=O)c2=O)CC1 (stereo unspecified) | -3 | -6 | -3 | 1 | 5 | -11 | -1 | 0.1
COc1cccc(CN(C(=O)c2cccc(OC)c2)C2CCS(=O)(=O)C2)c1 (stereo unspecified) | 1 | . | 2 | 0 | 6 | 9 | 13 | -3.8

Further structures follow:
SMILES | PglD inh | miR-122 sensor | GSIS activator | Statin myotox sup | PGC1a acetyl inh | FN deposition inh | Cneo AK release | F508del corr
Cc1ccc(S(=O)(=O)CC(=O)NC2CC2)cc1 | 19 | 0 | . | 12 | 10 | . | 5 | .
Cc1cc2c(s1)c1cnn(Cc3ccccc3F)c(=O)c1n2C | 4 | -2 | . | . | 10 | -10 | 0 | .
COc1cc(N2C(=O)C=CC2=O)c(OC)cc1Cl | 3 | 13 | . | . | -21 | 35* | -6 | 1.3
CSC[C@H]1CN(CCc2ccccc2)C(=O)[C@@H]1CC(=O)Nc1ccccc1 | -5 | 1 | -5 | 3 | -19 | . | 0 | -4.6
Cc1ccc(-c2nc(N)n(C(=O)c3ccco3)n2)cc1 | -6 | -7 | 7 | 1 | 1 | -11 | 32 | 1.5
Cc1cccc(N2CCN(C(=O)CCc3nc4ccccc4[nH]3)CC2C)c1 (stereo unspecified) | -2 | . | . | -6 | . | -2 | 8 | 5.0
C[C@@H]1CN([C@H](C)CO)C(=O)CCCn2nncc2CO[C@@H]1CN(C)S(=O)(=O)c1ccccc1 | 4&13 | 2 | 1&3 | -6&-13&1 | -3&11&7 | -3&-2 | 3&2 | 1.0&0.7&-0.2
Cc1noc(C)c1NC(=O)N(C)C[C@@H]1OCc2cn(nn2)CCCC(=O)N([C@@H](C)CO)C[C@H]1C | -1 | 0&6[16.7 µM] | 1&9 | 5&10 | 2&2 | -2&3 | -4 | 0.3&2.2&-1.2
COc1ccc2[nH]c3c(c2c1)CCN1C(=O)C(CC(=O)NCCc2ccccn2)C[C@H](C(=O)N2CCOCC2)[C@@]31C (stereo partly specified) | 3 | 3 | 13 | 0 | 4 | 18 | 3 | -2.6
COc1cc(OC)nc(C(NC(=O)C2CCN(Cc3ccc(Oc4ccccc4)cc3)CC2)c2ccccc2C)n1 (stereo unspecified) | -2 | -3 | -2 | -2 | -5 | 5 | 3 | 1.3
CCC(=O)Nc1ccc2c(c1)C(=O)N(C)C[C@@H](OC)[C@@H](C)CN(C(=O)C1CC1)[C@@H](C)CO2 | 4 | . | 5 | 1 | 17 | 1 | 15 | -0.3
O=C(NC1CCCC1)C(c1cccs1)N(C(=O)c1ccco1)c1ccc2c(c1)OCCO2 (stereo unspecified) | -5 | -13 | . | 19 | -9 | . | -1 | .
CCCSc1cc(=O)n(-c2ccccc2)nc1C(=O)OCC | -8 | 1 | 22 | -6 | -3 | 5 | -3 | .
COC(=O)[C@@]1(Cc2ccccc2)[C@H]2C(=O)N(Cc3ccccc3)C(=O)[C@H]2[C@H]2CN=C(SCC3CC3)N21 | 6 | -4 | -11 | -12 | -7 | -6 | 4 | 0.0
Cc1ccc(S(=O)(=O)c2nnn3c2nc(N2CCC(C(N)=O)CC2)c2ccccc23)cc1 | 0 | 2 | 2 | -1 | -2 | 4 | -3 | -3.2
COc1ccc(Cn2c(=O)[nH]c3cc(C(=O)NCc4ccc5c(c4)OCO5)ccc3c2=O)cc1 | -1 | 7 | . | -9 | 18 | 0 | -1 | .
COc1ccc(NC(=O)CSc2ccc3nnc(-c4cccnc4)n3n2)c(OC)c1 | -3 | 0 | 3 | 1 | 2 | 15 | -3 | 0.4
COc1cccc(NC(=O)C2CCN(S(=O)(=O)c3ccc(N4CCCC4=O)cc3)CC2)c1 | 5 | 2 | -15 | -3 | -2 | -3 | 0 | -3.6
Cc1noc(C)c1S(=O)(=O)Nc1cccc2c1O[C@H](CN(C)Cc1ccccc1)[C@H](C)CN([C@H](C)CO)C2=O | 1 | 10[16.7 µM] | 11 | 19 | . | -4 | -3 | 1.2
C=C(NC(C)=O)c1c(F)cccc1F | -6 | -1 | 2 | -10 | 2 | 12 | 1 | 2.8
O=C(C[C@@H]1CC[C@@H]2[C@H](COC[C@H](O)CN2CCc2ccccc2)O1)NCc1ccc(Oc2ccccc2)cc1 | -3 | -11[16.7 µM] | -12 | 11 | 4 | -10 | -6 | -2.1
C[C@H](CO)N1C[C@H](C)[C@H](CN(C)Cc2ccncc2)Oc2cc(C3=CCCC3)ccc2S1(=O)=O | 2 | -3[16.7 µM] | -9 | -3 | -17 | 4 | -1 | -2.1
CN1[C@@H]2c3ccc(-c4ccccc4)c(=O)n3C[C@@H]2[C@@H](CO)[C@@H]1C(=O)N1CCc2ccccc2C1 | 8 | . | -3 | 44 | . | . | -2 | .
COc1ccc(C(c2nnnn2Cc2cccs2)N2CCC(C(N)=O)CC2)c(OC)c1 (stereo unspecified) | 0 | 14 | . | 13 | -21 | . | 0 | .
C/C(=N\NC(=O)c1cc(-c2cccc(OC(C)C)c2)nc2ccccc12)c1cccnc1 | -2 | 3 | 6 | -15 | -8 | -6 | -40 | 2.9
COc1ccc(NC(=O)C2CCN(C(=O)c3cccs3)CC2)cc1 | 1 | -1 | . | -5 | 2 | -11 | 0 | .
O=C(/C=C/c1ccccc1Cl)c1cccnc1 | 8 | -7 | . | 19 | -15 | . | -1 | .
COC(=O)c1sc(-c2ccc(C(C)(C)C)cc2)cc1NC(=O)CCC(=O)O | 3 | -9 | 3 | . | -5 | -10 | -7 | 0.0
COc1ccc2[nH]c(C)c(CCN3C(=O)C4C5C=CC(C5)C4C3=O)c2c1 (stereo unspecified) | -2 | . | 4 | 5 | . | -5 | 5 | 0.3
CCCCCCCCC(=O)O | 3 | -2 | . | -3 | 66* | . | -1 | .
COc1cccc(-c2cc3nc(NCc4ccccc4OC)n(C)c(=O)c3s2)c1 | -4 | -6 | 4 | -1 | -3 | -6 | 2 | 0.0
COc1ccc(Cc2nc3ccc(C(=O)NC4CCOC4)cc3o2)cc1 (stereo unspecified) | 2 | -14 | 11 | 6 | 2 | 1 | -1 | -2.2
C[C@@H]1CN([C@@H](C)CO)S(=O)(=O)c2ccc(C#CC3CCCC3)cc2O[C@@H]1CN(C)Cc1cccnc1 | 6 | -3[16.7 µM] | -10 | -96 | -9 | 6 | -4 | 6.1
O=[N+]([O-])c1ccccc1CNCCO | -1 | -6 | 1 | 4 | -4 | -1 | -3 | 0.6
Cc1cc(F)ccc1S(=O)(=O)Nc1ccccc1C(=O)Nc1ccccc1N1CCOCC1 | -2 | 4 | . | -5 | 0 | . | 1 | .
C[C@@H]1CN([C@@H](C)CO)C(=O)c2cc(NS(C)(=O)=O)ccc2O[C@@H]1CN(C)C(=O)NC1CCCCC1 | 3 | 0[16.7 µM] | 18 | 4 | 4 | . | -2 | 0.5
O=c1[nH]c(=O)n2ncnc2[nH]1 | 0 | -4 | . | 0 | 4 | -3 | 0 | .

Screening results: PubChem, Broad Institute

Outcome played no part in choosing rows; 2.1% or so of the library scored in one or more.
